# CCT chaperon mod = changes cytosolic chaperonin activity; purified chaperonin ATPase assay, HTRF ADP detection, 30 min; activity change, % (no concentration beside the values), hits read low; 360,000 tested, 0.3% active; AID 651819; in the data active = activity change below about -30%; also: % is scaled to controls: 0 for no effect and ±100 for the full control effect
#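 TRiC (40 or 20 nM final, by batch activity) in 30 mM Tris pH 7.4, 100 mM KCl, 5 mM MgCl2, 1 mM DTT was treated with compound at 76 uM single dose, then 10 uM ATP, 30 min at 37 °C. ADP was read by HTRF Transcreener.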
# WRN inhibitor = blocks human WRN helicase | Potency, µM (doses to about 114 µM), for the others: at the top dose activity change, negative = inhibition, usual class: inhibitors | WRN helicase unwinding, fluorescent forked duplex, kinetic | 360,000 tested, 0.46% active | Q14191; also: potency is read from the fitted curve at half-maximal effect; % is scaled to controls: 0 for no effect and ±100 for the full control effect; nearly all actives have a fitted effect of over 55% in size
#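 Enzyme (20 nM final) and test compound sit together 15 min at room temperature before substrate addition. Substrate is a single-forked duplex oligonucleotide (100 nM) labelled with fluorophore and quencher, with 2 mM ATP; helicase unwinding raises red fluorescence, read kinetically.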
# EPAC2 antagonist = antagonists of human EPAC2 | Q8WZA2 | Potency, µM (top dose mostly 114 µM), inactives show at the top dose activity, negative = inhibition, usual class: inhibitors | EPAC2 GEF exchange of Rap1B-BODIPY-GDP, fluorescence | 360,000 tested, 0.18% active; also: potency is read from the fitted curve at half-maximal effect; % is scaled to controls: 0 for no effect and ±100 for the full control effect; nearly all actives have a fitted effect of over 45% in size; many of its hits are not listed in these tables
# EPAC1 antagonist = antagonists of human EPAC1 | O95398 | EPAC1 GEF assay, Rap1b-BODIPY-GDP exchange fluorescence | Potency, µM (titrated, usually from 115 µM), for inactives: at the top dose activity change, negative = inhibition, actives largely listed as inhibitors | 360,000 tested, 0.14% active;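 also: potency is read from the fitted curve at half-maximal effect; plate controls were vehicle for no effect and positive control for full effect; nearly all actives have a fitted effect of over 50% in size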
# Target sequence (O95398 whole entry, looked up): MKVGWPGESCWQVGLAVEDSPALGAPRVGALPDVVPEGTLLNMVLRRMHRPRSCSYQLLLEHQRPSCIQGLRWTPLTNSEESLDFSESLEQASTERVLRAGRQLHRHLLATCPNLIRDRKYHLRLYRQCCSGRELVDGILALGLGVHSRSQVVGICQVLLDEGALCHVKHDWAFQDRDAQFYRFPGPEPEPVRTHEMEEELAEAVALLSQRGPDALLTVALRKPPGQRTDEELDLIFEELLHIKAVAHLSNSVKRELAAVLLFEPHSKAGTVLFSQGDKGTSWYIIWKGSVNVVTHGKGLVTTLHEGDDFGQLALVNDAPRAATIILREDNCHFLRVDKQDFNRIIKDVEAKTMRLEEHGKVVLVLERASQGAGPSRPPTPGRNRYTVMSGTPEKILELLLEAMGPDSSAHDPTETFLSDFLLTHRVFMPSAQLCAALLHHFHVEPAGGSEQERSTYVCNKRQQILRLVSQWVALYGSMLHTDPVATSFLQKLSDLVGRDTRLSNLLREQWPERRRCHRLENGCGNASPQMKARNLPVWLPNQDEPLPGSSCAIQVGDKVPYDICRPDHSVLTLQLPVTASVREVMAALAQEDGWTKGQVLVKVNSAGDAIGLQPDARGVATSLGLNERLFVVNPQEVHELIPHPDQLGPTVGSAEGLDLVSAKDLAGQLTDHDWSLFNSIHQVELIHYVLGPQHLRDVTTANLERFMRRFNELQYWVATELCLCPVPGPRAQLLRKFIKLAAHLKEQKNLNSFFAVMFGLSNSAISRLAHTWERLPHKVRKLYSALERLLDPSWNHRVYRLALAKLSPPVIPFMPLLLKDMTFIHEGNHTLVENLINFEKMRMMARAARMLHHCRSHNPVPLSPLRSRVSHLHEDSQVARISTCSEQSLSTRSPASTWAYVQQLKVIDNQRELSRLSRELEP
# EPAC1 agonist = agonists of human EPAC1; Potency, µM (series often up to 154 µM), for inactives: at the highest dose activation, hits mostly activators; EPAC1 agonist qHTS, biochemical assay; response scale: 100% = response to 6.5 mM cAMP; 360,000 tested, 0.073% active; AID 720707; also: potency is read from the fitted curve at half-maximal effect; nearly all actives have a fitted effect of over 60% in size
#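 Read-out is the fluorescence drop as BODIPY-GDP leaves Rap1B (480 nm excitation, 540 nm emission), recorded every 5 minutes over 30 minutes. Reactions held 100 nM EPAC1, 250 nM Rap1B–BODIPY-GDP and 50 uM GDP, with 6.5 mM cAMP setting full activation.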
# Mm-Cpn inhibitor = blocks the Methanococcus maripaludis chaperonin Mm-Cpn | Potency, µM (top dose mostly 76.9 µM), for inactives: top-dose activity, negative = inhibition, actives largely listed as inhibitors | purified Mm-Cpn ATPase, ADP Transcreener TR-FRET | 330,000 tested, 0.031% active; also: potency is read from the fitted curve at half-maximal effect; % is scaled to controls: 0 for no effect and ±100 for the full control effect; nearly all actives have a fitted effect of over 80% in size
#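 Compound-treated chaperonin, 25 nM final, turns over 10 uM ATP at 37°C for 30 min following a 10 min preincubation; ADP generated competes with ADP-d2 for Eu-cryptate antibody, lowering FRET.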
# PI5P4Ka inh = inhibitors of human PI5P4K alpha; PI5P4Kalpha enzyme, ADP-Glo luminescence, 60 min; hits give low values; max response, %; 330,000 tested, 1.2% active; AID 652105; active = max response of -50% or lower; inconclusive = between -30% and -50%; inactive = -30% or higher; also: value at the top dose of about 77 µM; % is scaled to controls: 0 for no effect and ±100 for the full control effect
#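 Luminescence from ADP-Glo served as readout of PI5P4Kalpha activity in a qHTS format. Reaction: enzyme, substrate, compound, ATP at 5 microM final, 60 min at RT.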
# PLK1 PBD block = PLK1 (human) polo-box domain binding inhibition | Plk1 PBD binding of FITC phosphopeptide, fluorescence polarization | Potency, µM, for the others: max response, negative = inhibition, usual class: inhibitors | 360,000 tested, 2.8% active | AID 720504; also: potency is read from the fitted curve at half-maximal effect; series mostly up to about 57 µM; % is scaled to controls: 0 for no effect and ±100 for the full control effect; nearly all actives have a fitted effect of over 65% in size
# The depositor's hits bear a star; ? = inconclusive; · = not tested or not shown; [ ] = remark or other dose. Unless noted, calls follow the shape of the dose curve; as a rule, active = well fitted curve in the direction sought with a large enough effect; inconclusive = small, poorly fitted or top-dose-only effect, or another doubt; inactive = no such curve, though single readings can be large; an effect the other way counts as inactive or inconclusive. An excerpt. The share of hits here may be higher or lower than overall.
SMILES,CCT chaperon mod,WRN inhibitor,EPAC2 antagonist,EPAC1 antagonist,EPAC1 agonist,Mm-Cpn inhibitor,PI5P4Ka inh,PLK1 PBD block
CC1(C)C[C@H]2C3=CCC4[C@@]5(C)CC[C@H](O)[C@](C)(CO)C5CC[C@@]4(C)[C@]3(C)C[C@@H](O)[C@@]2(CO)[C@@H](O)[C@@H]1O (some centres not stated),-1.0,5%,15%,-14%,-11%,1%,-5,-15%
CC(C)COP(=O)(c1ccc(N(C)C)cc1)C(O)c1cccnc1 (configuration not stated),0.4,-3%,7%,3%,6%,0%,-1,-1%
CCOC(=O)[C@]12CCCC=C1N(Cc1ccco1)C(=O)[C@H](CC(=O)N1CCC(c3ccccc3)CC1)C2,-0.6,-1%,-4%,-10%,4%,·,1,2%
COc1ccc(/C=N/n2c(C3CCCCC3)n[nH]c2=S)c(OC)c1,-3.5,0%,-10%,-9%,-8%,0%,0,-9%
O=C(c1cccs1)N(c1cccc(Cl)c1)C1C=CS(=O)(=O)C1 (configuration not stated),-0.9,3%,5%,12%,1%,-1%,-2,5%
CC(=O)Nc1ccc(N/C=C/C(=O)c2ccc(Cl)cc2)cc1,3.4,-8%,-7%,4%,4%,-2%,5,12%
CS(=O)(=O)N(Cc1ccco1)Cc1ccccc1Cl,-2.6,8%,-4%,4%,3%,-1%,·,-4%
O=C(CN1CCCC1)NC1C2CC3CC(C2)CC1C3 (configuration not stated),-2.1,-3%,2%[57.1 µM],7%,9%,0%,0,-4%
COc1cc(C)c2occ(/C(C)=N\O)c2c1,0.3,-2%,-5%,-15%,3%,3%,-2,-11%
Cc1ccc(CNC(=O)c2ccc(CS(=O)(=O)c3ccccc3C)o2)cc1,-0.4,7%,-3%,-14%,-2%,2%,-1,-15%
CCc1ccc(-c2cc(C)no2)cc1S(=O)(=O)NCCN1CCC(C)CC1,-1.9,2%,-7%,-3%,-4%,1%,2,1%
OC1(c2ccc3c(c2)OCO3)CCN(Cc2ccc(F)cc2)CC1,0.4,1%,5%,-5%,14%,1%,1,-3%
C=CCNC(=S)NCc1ccccc1OC,-0.9,9%,1%,5%,7%,0%,-6,-13%
O=C(O)CCC(=O)Nc1cc(C(F)(F)F)cc(C(F)(F)F)c1,0.0,6%,1%,6%,-15%,-11%,-9,1%
Cc1ccc(NC(=O)CC2C(=O)NC3CCCCC3N2C(=O)c2ccc(F)cc2)cc1C (configuration not stated),-0.7,-26%,-2%,-15%,6%,1%,-6,-7%
CNc1ncc(C(=O)c2ccccc2)s1,-2.9,7%,-4%,0%,0%,0%,·,-7%
CCn1c(SCC(=O)NNC(=O)c2ccc(OC)cc2)nnc1-c1cccnc1,-1.7,11%,8%,-19%,-12%,2%,1,0%
Cn1cc(S(=O)(=O)c2ccccc2)n(C)c1=O,0.8,10%,2%,-11%,-7%,-1%,-6,-6%
Cc1ccc(C)c2c1cc(C)c1nnc(SCC(=O)NCc3ccc4c(c3)OCO4)n12,-5.6,-30%,-9%,-13%,9%,-2%,6,-11%
CCn1c(=O)c(C(C)=O)nc2ccccc21,-0.5,-4%,1%,-18%,8%,-4%,0,-9%
CS(=O)(=O)N1CCN(c2ccnc3cc(Cl)ccc23)CC1,-2.9,5%,-2%,12%,9%,1%,5,-15%
COc1ccc(NC(=S)NCCCN2CCCC2)cc1Cl,-2.4,-8%,-1%,-6%,4%,0%,-11,19µM*
O=C1[C@H](Oc2ccccc2)[C@@H](c2ccccc2)N1c1ccncc1,-1.3,-10%,-3%,-19%,-15%,-1%,-2,-10%
C/C(=N\NC(=O)c1ccc(CSc2nc(C)cc(C)n2)cc1)c1ccco1,0.6,9%,-1%,6%,-16%,-10%,1,-7%

# Sorted by value in EPAC1 antagonist (falling): 3 of the compounds above.
structure	CCT chaperon mod	WRN inhibitor	EPAC2 antagonist	EPAC1 antagonist	EPAC1 agonist	Mm-Cpn inhibitor	PI5P4Ka inh	PLK1 PBD block
CNc1ncc(C(=O)c2ccccc2)s1	-2.9	7%	-4%	0%	0%	0%	·	-7%
Cn1cc(S(=O)(=O)c2ccccc2)n(C)c1=O	0.8	10%	2%	-11%	-7%	-1%	-6	-6%
CCn1c(SCC(=O)NNC(=O)c2ccc(OC)cc2)nnc1-c1cccnc1	-1.7	11%	8%	-19%	-12%	2%	1	0%

# Further structures
SMILES,CCT chaperon mod,WRN inhibitor,EPAC2 antagonist,EPAC1 antagonist,EPAC1 agonist,Mm-Cpn inhibitor,PI5P4Ka inh,PLK1 PBD block
COc1ccc(S(=O)(=O)N2CCC(C(=O)NCc3ccncc3)CC2)cc1,-0.5,-4%,4%,-3%,7%,1%,-1,-8%
COc1nccnc1NS(=O)(=O)c1ccc(N=Cc2c(C)[nH]n(-c3ccc(C)c(C)c3)c2=O)cc1,-0.1,-30%,0%,2%,-7%,1%,·,-10%
CC(C)=CCC/C(C)=C/CNC(=O)C[C@H]1C[C@H](C(=O)N(C(C)C)C(C)C)[C@@]2(C)c3[nH]c4cc(-c5ccco5)ccc4c3CCN2C1=O,0.2,-8%,-15%,-17%,-17%,-2%,-8,-5%
CCOC(=O)Cc1nnc(NCc2ccccc2)c2ccccc12,-1.1,-2%,0%,1%,-3%,1%,-2,3%
COc1ccc(-n2c(C)nc3cc(C(=O)NCCN4CCOCC4)ccc32)cc1,1.2,-3%,-1%,-3%,-1%,3%,·,1%
Cn1c(CNC(=O)c2ccco2)nnc1SCC(=O)Nc1cccc(Br)c1,-1.3,3%,-3%,0%,3%,-1%,-6,-2%
CC(C)c1ccc(S(=O)(=O)N2CCN(C(C)C(=O)N3CCCC3)CC2)cc1 (configuration not stated),1.0,-9%,-4%,-27%,4%,-1%,4,-8%
FC(F)(F)c1cccc(Cc2noc(CN3CCCC(OCc4ccccn4)C3)n2)c1 (configuration not stated),-0.8,5%,21%,4%,-13%,-2%,4,6%
COc1ccc(C)cc1NC(=O)C(OC(=O)C1CC1)c1ccccc1 (configuration not stated),-4.3,-3%,?,11%,5%,1%,5,-13%
Cc1sc2ncnc(NCCCO)c2c1C,-3.5,-2%,0%,0%,9%,-1%,-1,-2%
COc1ccc(-c2n[nH]c(=S)n2CC(C)C)cc1,0.4,-5%,2%,4%,7%,1%,-6,-11%
Cc1ccc(SCc2[nH]nc3c2C(C(C)C)C(C#N)=C(N)O3)cc1 (configuration not stated),0.8,-7%,-4%,-6%,0%,-3%,2,-7%
Cc1onc(-c2c(Cl)cccc2Cl)c1NC(=O)NN(C)C,-0.1,5%,6%,0%,-10%,-1%,-8,0%
CCCNc1nc2c(c(=O)[nH]c(=O)n2C)n1CCOc1ccccc1,0.9,11%,0%,-14%,7%,0%,1,-8%
O=C(COc1ccccc1)N1CCN(C(=O)c2ccco2)CC1,-1.1,-4%,7%,6%,0%,0%,·,-3%
CCOC(=O)c1nnc(-c2ccc(C)cc2)nc1Sc1cccc(Cl)c1,-1.1,-15%,19%,0%,-5%,2%,1,-19%
O=C(c1ccc(N2CCCCC2)c([N+](=O)[O-])c1)N1CCOCC1,-1.4,8%,-3%[57.1 µM],0%,-3%,-2%,-3,1%
O=C(c1ccccc1)N1CCN=C1SCc1ccc([N+](=O)[O-])cc1,-1.2,-2%,-2%,-3%,6%,2%,14,-15%
C=CCNC(=O)c1ccccc1NC(=O)Cc1ccccc1[N+](=O)[O-],1.5,0%,7%,-2%,-1%,-2%,3,1%
COc1ccc(CC(=O)NCCC2=CCCCC2)cc1,2.6,-3%,-4%,-15%,-7%,0%,5,-13%
CCN(CC)S(=O)(=O)c1ccc(N2CC(C(=O)NCc3cccnc3)CC2=O)cc1 (configuration not stated),-1.8,8%,4%,14%,3%,1%,-7,-7%
COc1ccc(NC(=O)C(C)SCc2ccccc2)cc1OC (configuration not stated),2.0,-8%,3%,2%,-1%,1%,3,-20%
Cc1cc(C)c(C(=O)N(CCN(C)C)CC2CCCN(Cc3ccccc3F)C2)o1 (configuration not stated),1.2,-9%,8%,0%,4%,-2%,4,-3%
Cc1ccc2nsnc2c1S(=O)(=O)N1CCN(C)CC1,0.5,8%,4%,1%,1%,1%,-2,-4%

# At a glance, part of the list above:
SMILES,CCT chaperon mod,WRN inhibitor,EPAC2 antagonist,EPAC1 antagonist,EPAC1 agonist,Mm-Cpn inhibitor,PI5P4Ka inh,PLK1 PBD block
Cc1onc(-c2c(Cl)cccc2Cl)c1NC(=O)NN(C)C,-0.1,5%,6%,0%,-10%,-1%,-8,0%
CCCNc1nc2c(c(=O)[nH]c(=O)n2C)n1CCOc1ccccc1,0.9,11%,0%,-14%,7%,0%,1,-8%
O=C(COc1ccccc1)N1CCN(C(=O)c2ccco2)CC1,-1.1,-4%,7%,6%,0%,0%,·,-3%
CCOC(=O)c1nnc(-c2ccc(C)cc2)nc1Sc1cccc(Cl)c1,-1.1,-15%,19%,0%,-5%,2%,1,-19%
O=C(c1ccc(N2CCCCC2)c([N+](=O)[O-])c1)N1CCOCC1,-1.4,8%,-3%[57.1 µM],0%,-3%,-2%,-3,1%
O=C(c1ccccc1)N1CCN=C1SCc1ccc([N+](=O)[O-])cc1,-1.2,-2%,-2%,-3%,6%,2%,14,-15%
C=CCNC(=O)c1ccccc1NC(=O)Cc1ccccc1[N+](=O)[O-],1.5,0%,7%,-2%,-1%,-2%,3,1%
COc1ccc(CC(=O)NCCC2=CCCCC2)cc1,2.6,-3%,-4%,-15%,-7%,0%,5,-13%
CCN(CC)S(=O)(=O)c1ccc(N2CC(C(=O)NCc3cccnc3)CC2=O)cc1 (configuration not stated),-1.8,8%,4%,14%,3%,1%,-7,-7%

# Next structures follow:
SMILES,CCT chaperon mod,WRN inhibitor,EPAC2 antagonist,EPAC1 antagonist,EPAC1 agonist,Mm-Cpn inhibitor,PI5P4Ka inh,PLK1 PBD block
CCOc1ccc(N(C(C)C(=O)N2CCCC2)S(C)(=O)=O)cc1 (configuration not stated),-3.2,4%,3%,1%,0%,2%,-8,19µM*
Cn1c(=O)c2c(nc(CN3CCOCC3)n2CC(=O)c2ccccc2)n(C)c1=O,0.7,3%,10%,14%,-2%,·,-4,2%
CCN=C(NC#N)SCc1c(F)cccc1Cl,1.2,-4%,14%,-3%,-5%,0%,4,1%
CC(C)CN1CCN(Cc2ccc(CN3CCCCC3)s2)CC1CCO (configuration not stated),-0.2,-4%,19%,5%,-7%,2%,6,-1%
CCCCS/C(N)=N/N=C/c1cc(C)ccc1O,-6.1,-11%,-8%,-15%,-22%,-4%,-2,-4%
COc1ccc(OC)c(CCNC(=O)c2cccc(NC3=NC4CS(=O)(=O)CC4S3)c2)c1 (configuration not stated),-0.8,1%,5%,-13%,-6%,2%,0,1%

# Bioassay records: PubChem, National Center for Advancing Translational Sciences (NCATS)
